RMI FANCM FP = disruptors of RMI1/RMI2 association with MM2 peptide – biochemical, fluorescence polarization, human, primary screen; RMI core complex (RMI1/RMI2) binding to FANCM MM2 peptide, human; RMI core complex with F-MM2 peptide; active compounds read low; FP signal (polarization) at 33 µM; 70,000 tested, 0.58% active; in the data active = FP signal below about 40; also: inactives centre near 61; strong numbers were not always called active; unit not given here
Active calls of the source: *; & = joins results of further samples. The list is partial, so the mix of outcomes need not match the whole.

SMILES	RMI FANCM FP
COc1ccccc1-c1ccc(N2CCC(C(=O)Nc3nccs3)CC2)nn1	65
O=C(NCc1cccs1)c1cc(=O)[nH]c2ccc(S(=O)(=O)N3CCCCC3)cc12	69
CC(C)Oc1ccc(C(=O)Nc2ccc3c(c2)C(=O)NCCO3)cc1	62
O=C(CSc1ccc2nnc(-c3cccs3)n2n1)Nc1ccccc1C(F)(F)F	59
CSc1cccc(C(=O)Nc2nnc(-c3ccc4c(c3)OCO4)o2)c1	67
Nc1ccc(-c2nnc(-c3ccc(N)cc3)o2)cc1	54
Cc1cccc(NC(=O)Cc2csc3nc(-c4ccc(F)cc4)cn23)c1	64
COc1ccc(N(C)S(=O)(=O)c2ccsc2-c2nc(-c3ccccc3C)no2)cc1OC	63
Cc1cc(C)c(NC(=O)NC(=O)c2ccc(F)cc2)c(C)c1	63
COc1ccc(OC)c(S(=O)(=O)Nc2ccc(C#N)cc2)c1	51
CC(=O)N1CCN(c2ccnc3c2c(=O)n(CC(=O)Nc2ccc(F)cc2F)c(=O)n3C)CC1	64
O=C(Cn1c(=O)n(Cc2cccs2)c(=O)c2ncccc21)c1ccccc1	68
CCOC(=O)CCC(=O)N1CCN(Cc2nc(-c3ccco3)cs2)CC1	63
CCOC(=O)c1cnc(C(F)(F)F)nc1Sc1n[nH]c(-c2cccs2)n1	54
C=CCNC(=O)N1CC(OS(C)(=O)=O)C1	52
O=C(NCc1ccc2c(c1)OCO2)c1ccc(N2CCOCC2)nc1	56
CCOc1nn(CC)cc1-c1nnc(SCC(=O)Nc2ccc(C)c(Cl)c2)n1C	64
C[N+]1(C)CCC[C@H]1C(=O)[O-]	61
CCOC(=O)c1sc(NC(=O)CC)nc1-c1ccccc1	65
COc1ccc(N2CCN(Cc3cc(=O)c(OC)cn3CC(=O)Nc3ccc(C(C)=O)cc3)CC2)cc1	53

Part of the list above in order of molar mass, smallest number first.
SMILES	RMI FANCM FP
C[N+]1(C)CCC[C@H]1C(=O)[O-]	61
C=CCNC(=O)N1CC(OS(C)(=O)=O)C1	52
Nc1ccc(-c2nnc(-c3ccc(N)cc3)o2)cc1	54
Cc1cc(C)c(NC(=O)NC(=O)c2ccc(F)cc2)c(C)c1	63
CCOC(=O)c1sc(NC(=O)CC)nc1-c1ccccc1	65
COc1ccc(OC)c(S(=O)(=O)Nc2ccc(C#N)cc2)c1	51
CC(C)Oc1ccc(C(=O)Nc2ccc3c(c2)C(=O)NCCO3)cc1	62
O=C(NCc1ccc2c(c1)OCO2)c1ccc(N2CCOCC2)nc1	56
CSc1cccc(C(=O)Nc2nnc(-c3ccc4c(c3)OCO4)o2)c1	67
Cc1cccc(NC(=O)Cc2csc3nc(-c4ccc(F)cc4)cn23)c1	64
O=C(Cn1c(=O)n(Cc2cccs2)c(=O)c2ncccc21)c1ccccc1	68
COc1ccccc1-c1ccc(N2CCC(C(=O)Nc3nccs3)CC2)nn1	65
CCOC(=O)c1cnc(C(F)(F)F)nc1Sc1n[nH]c(-c2cccs2)n1	54
O=C(NCc1cccs1)c1cc(=O)[nH]c2ccc(S(=O)(=O)N3CCCCC3)cc12	69
CCOc1nn(CC)cc1-c1nnc(SCC(=O)Nc2ccc(C)c(Cl)c2)n1C	64
COc1ccc(N(C)S(=O)(=O)c2ccsc2-c2nc(-c3ccccc3C)no2)cc1OC	63
COc1ccc(N2CCN(Cc3cc(=O)c(OC)cn3CC(=O)Nc3ccc(C(C)=O)cc3)CC2)cc1	53

The results go on:
SMILES	RMI FANCM FP
O=C(NCc1n[nH]c(=S)n1-c1ccc(Cl)c(Cl)c1)c1ccco1	76
COCC(=O)N1CCCc2ccc(NS(=O)(=O)C3CCCCC3)cc21	76
Cc1cc(-c2nnc(COc3ccc4c(c3C)OC(C)(C)CC4=O)o2)ccc1[N+](=O)[O-]	60&55
Cc1cc(NC(=O)c2ccc(S(=O)(=O)N3CCCCC3C)cc2)on1 (stereo unspecified)	67
COc1ccc(-c2ccc(=O)n(CCCC(=O)N3CCc4ccccc43)n2)cc1OC	69
O=C(OCc1cc(-c2ccccc2)on1)c1ccc(S(=O)(=O)N2CCCC2)cc1	56
CSc1ccc(-c2nnc(NC(=O)c3ccc(S(=O)(=O)N4CCOCC4)cc3)o2)cc1	63
CCN(CC)C(=O)Cn1cc(S(=O)(=O)Cc2cccc(C(F)(F)F)c2)c2ccccc21	56
Cc1ccc(S(=O)(=O)Nc2nc(CC(=O)Nc3ccccc3C(N)=O)cs2)cc1	54
Cc1noc(/C=C/c2ccco2)c1[N+](=O)[O-]	54
O=S(=O)(Nc1ccc(N2CCCCS2(=O)=O)cc1)c1cccc2ccccc12	54
OC1CCN(C(=S)NCCc2ccccc2)CC1	51
CC(=O)Nc1nc2c(Cl)cccc2s1	70
Cc1cc(NC(=O)C(=O)NCC2CCN(C(C)C)CC2)c2ccccc2n1	70
O=S(=O)(CC(c1ccccc1)N1CCCCC1)c1ccc(Cl)cc1 (stereo unspecified)	64
CCc1nnc(-c2cccc(OCC(=O)N3CCCc4ccccc43)c2)o1	74
O=C(c1ccc(Br)cc1)N1CCC2(O)CCCCC2C1 (stereo unspecified)	67
CC(Oc1ccccc1F)C(=O)Nc1ccc(-c2cn3ccsc3n2)cc1 (stereo unspecified)	77
COC(=O)c1cc(-c2ccc(C)s2)[nH]n1	64
CSc1sc(C#N)c2c1C(=O)CCC2	63
Cc1cc(C(=O)Nc2cccc3ccccc23)ccc1[N+](=O)[O-]	59
O=C(c1ccccc1)C1CCN(c2ncccc2[N+](=O)[O-])CC1	60
CC1SC(C)C(=O)N(CC(=O)Nc2ccc(F)cc2F)C1=O (stereo unspecified)	58
O=C(O)Cc1ccccc1Sc1ccccc1	57
COC(=O)c1ccccc1NC(=O)Cn1ncn2nc(-c3ccc(C)c(C)c3)cc2c1=O	76
CCCNC(=O)c1ccc2c(=O)n(Cc3ccccc3)c(SCC#N)nc2c1	107
O=C(CSc1nccn1Cc1ccc(F)cc1)Nc1ccccc1	71
Cc1ccc(-n2cc(C(=O)N3CCN(c4ccc(F)cc4)CC3)nn2)cc1C	61
CC(=O)N1CCN(c2ccnc3c2c(=O)n(CC(=O)NC2CCCCC2)c(=O)n3C)CC1	64
C=CCn1c(=NC(=O)c2ccc3ncsc3c2)sc2cc(S(N)(=O)=O)ccc21	66
O=c1ccc(-c2ccco2)nn1CCCNS(=O)(=O)/C=C/c1ccccc1	71
O=C(NCC(c1ccco1)N1CCN(c2ccc(F)cc2)CC1)c1ccco1 (stereo unspecified)	56
COc1ccc(C)cc1Nc1nc(C(=O)Nc2nc(CC(N)=O)cs2)cs1	58
COc1ccc2ccccc2c1-c1c(OC)ccc2ccccc12	47
CCn1nc(C)cc1C(=O)NC1CCN(Cc2c(F)cccc2Cl)CC1	55
O=C(CCS(=O)(=O)c1ccc(F)cc1)Nc1nc(-c2cc(Cl)ccc2Cl)cs1	68
O=C(COc1ccccc1F)NCCN1CCN(c2ccccc2F)CC1	67
COc1ccccc1N1CCN(C(=O)C2(c3cccs3)CCCC2)CC1	59
CCCn1c(=NC(=O)c2ccc(C(C)=O)cc2)sc2cc(S(N)(=O)=O)ccc21	67
Cc1n[nH]c(C)c1S(=O)(=O)N1CCN(Cc2nc(-c3ccc(F)cc3)cs2)CC1	61
CCc1[nH]c2ccc(C(=O)O)cc2c1C	63
O=C(Nc1nnc(-c2cc(Cl)ccc2Cl)o1)c1cc(-c2ccccc2)nc2ccccc12	56
Cc1cc(NC(=O)/C=C/c2ccccc2)on1	66
CS(=O)(=O)c1ncc(Cl)cn1	55
Cc1cc(=O)n2c(-c3cccc(NC(=O)c4cccc5ccccc45)c3)csc2n1	70
O=C(NC(=O)c1ccno1)Nc1ccccc1Cl	56
Cc1c(C[C@H](N)C(=O)O)sc2ccccc12	57
COc1ccc(S(=O)(=O)N2CCCCC2CC(=O)Nc2nc3ccc(C)cc3s2)cc1 (stereo unspecified)	81
Cc1ccc(C(=O)NCC(c2ccc3c(c2)CCCN3C)N2CCCCC2)cc1C (stereo unspecified)	68
CNC(=O)CSc1nc(N)c(NC(=O)c2ccco2)c(=O)[nH]1	71

Additional entries follow.
SMILES	RMI FANCM FP
O=C(NCCn1nc(-c2ccncc2)ccc1=O)c1cccs1	62
Nc1ncnc(Nc2ccc(Oc3ccc(Cl)cc3)cc2)c1[N+](=O)[O-]	61
CCOC(=O)c1ccsc1NC(=O)c1ccc(Br)s1	59
CSC(=CC(=O)c1ccc(Oc2ccccc2)cc1)SC	66
O=[N+]([O-])c1ccc(S(=O)(=O)NCC(c2ccco2)N2CCN(c3ccc(F)cc3)CC2)cc1 (stereo unspecified)	52
CCCS(=O)(=O)c1ccc(NCCc2c[nH]c3ccccc23)nn1	62
Cc1ccc(NC(=O)Cn2c(C)cc(C)c(-c3nc(-c4ccccc4)no3)c2=O)c(Br)c1	145
COc1ccc(C(=O)Nc2cccc(-c3ccc4nnc(-c5cccs5)n4n3)c2)cc1	67
CC(C)(C)N(C(=O)c1cc2ccccc2o1)C(=O)N1CCCCC1	52
CCOC(=O)c1cn[nH]c1S(=O)(=O)NCc1ccccn1	60
CCOC(=O)c1sc(N=Nc2c(C)[nH]c3ccccc23)c(C(=O)OCC)c1C	54
Cc1cc(C)c(/C=C2\C(=O)Nc3ccccc32)[nH]1	26
Cc1ccc(S(=O)(=O)N(C)c2c(C)ccc(S(=O)(=O)NCc3ccco3)c2C)cc1	64
COCCCN=C(Nc1cc(C)c(C)cc1C)SC	55
COC(=O)c1ccccc1NC(=O)CS(=O)(=O)c1cccs1	65
COc1c(Br)cc(C#N)cc1Br	61
Cn1cnnc1SC1c2cccc3cccc(c23)C1NS(=O)(=O)c1ccc(Cl)cc1 (stereo unspecified)	62
O=C(Nc1ccc(OC(F)(F)C(F)F)cc1)c1cccc(C(=O)Nc2ccc(OC(F)(F)C(F)F)cc2)c1	73
CC(=O)[C@@]1(O)CC[C@H]2[C@@H]3C[C@H](C)C4=CC(=O)CC[C@]4(C)[C@H]3CC[C@@]21C	63
CN1C/C(=C\c2ccc(C(F)(F)F)cc2)C2=NN(C)C(c3ccc(C(F)(F)F)cc3)C2C1 (stereo unspecified)	49
CCOc1ccc(-c2ccc(=O)n(CCNC(=O)Nc3ccc(F)c(Cl)c3)n2)cc1	69
O=S(=O)(NCC1CCN(Cc2ccco2)CC1)c1cccc(F)c1	73
Cc1nc2ncc(C(=O)O)c(=O)n2[nH]1	59
O=C(Nc1nc(-c2cc([N+](=O)[O-])cs2)cs1)c1ccccc1	64
O=C(Nc1cccc2c1CCCC2)c1cnc2n(c1=O)CCS2	64
CSc1sc(C(=O)Nc2ccc(F)c(Cl)c2)c(-c2ccc(Cl)cc2)c1C#N	53
CC1=C(OS(=O)(=O)c2cc(Cl)sc2Cl)C(=O)CC1	55
Oc1ccc(Br)cc1/C=N\Nc1ncnc2nc[nH]c12	60
O=C1NNC(c2ccccc2)C1c1ccccc1 (stereo unspecified)	56
CCOc1ccc(NC(=O)N2CCN(c3ccc4nncn4n3)CC2)cc1	68
COCCNC(=O)Cc1csc(Nc2cc(OC)ccc2OC)n1	65
COCCN1CCCc2ccc(NS(=O)(=O)c3ccc(OCC(C)C)cc3)cc21	65
CCOC(=O)N1CCN(C(=O)Cn2cnc(-c3ccc(OC)cc3)cc2=O)CC1	64
O=C(CS(=O)(=O)c1ccccc1)Nc1nc(-c2ccc(-c3ccccc3)cc2)cs1	56
CCC(=O)Nc1nc(C2CCCCC2)cs1	62
O=C(Cn1c(=O)c2ccc(Cl)cc2n2nncc12)NCc1ccco1	54
Cc1cccc2cc(CC3CC(c4ccccc4)=NN3C(=O)CCC(=O)O)c(Cl)nc12 (stereo unspecified)	55
Cc1noc(NS(=O)(=O)c2ccc(N)cc2)c1C	62&64&60&57
CC(=O)NC(CCS(C)(=O)=O)C(=O)Nc1cccc(C(F)(F)F)c1 (stereo unspecified)	60
COc1ccc(C(C)=O)cc1CSCC(=O)Nc1ccc(Cl)cc1	60
O=C(NCc1ccccc1Cl)C1CCN(c2ccc(-c3ccco3)nn2)CC1	61
COc1ccc(CC(=O)c2c(O)cc(O)cc2O)cc1	52
O=S(=O)(NCc1nnnn1-c1ccc(F)cc1)c1cccs1	57
CC(=O)c1csc(-c2ccc(OCC(F)(F)F)nc2)n1	59
O=C(c1cccnc1Oc1ccccc1)N1CCN(C2c3ccccc3-c3ccccc32)CC1	57
O=C(Nc1ccc2c(c1)CN(C(=O)C1CC1)CC2)c1ccc(F)c(F)c1	68
COc1ccc(OC)c(S(=O)(=O)c2ccc(Br)cc2)c1	61
O=c1[nH]n(CCO)c(=O)c2ccccc12	54
O=C(Nc1cccc([N+](=O)[O-])c1)C(Br)C(Br)c1ccccc1 (stereo unspecified)	72
O=[N+]([O-])c1cccc(-c2ncc3ccccn23)c1	57

The results go on.
SMILES	RMI FANCM FP
COc1cccc2sc(NCc3ccccn3)nc12	69
CC1(C)CC2C1CCC1(C)OC2(C)CCC1O (stereo unspecified)	-8*
C=Cc1cc2ccc(C)cc2nc1Cl	58
OC1CSc2nc3ccccc3n2C1 (stereo unspecified)	56
CC(C)(C)C(=O)NCCSc1ncc(-c2ccc(Cl)cc2)[nH]1	56
CCOc1ccc(-c2ccc(=O)n(Cc3nc(-c4cccc(Cl)c4)no3)n2)cc1	58
COc1ccc(OC)c(COCC(O)CN2CCN(c3cc(Cl)ccc3C)CC2)c1 (stereo unspecified)	62
Cc1ccc(-n2cc(C(=O)NCc3cccs3)nn2)cc1	60
CC(Oc1ccc(Oc2ccc(C(F)(F)F)cc2)cc1)C(=O)NNC(=O)c1ccc([N+](=O)[O-])cc1 (stereo unspecified)	45
CCC(OCC(O)CNC(C)C)c1ccccc1 (stereo unspecified)	62
CCOc1ccc(-n2ccn3c(CC(C)CC(=O)Nc4ccc(OC)cc4)nnc3c2=O)cc1 (stereo unspecified)	69
O=C(Nc1nccs1)C(=O)N1CCN(Cc2ccccc2)CC1	52
CCCCOc1ccc(OCCCN2CCOCC2)cc1	67&51
CCNC(=S)Nc1ccc(C)cc1C	60
CSc1scc2c1-c1nn(C(C)=O)cc1CC2	55
CC1=CS/C(=C(\C#N)C(=O)c2ccccc2Cl)N1c1ccccc1Cl	58
Cc1ccccc1NC(=O)CSc1nnnn1-c1ccccc1F	52
O=C(Nc1nnc(-c2ccccc2Cl)s1)c1cccs1	55
N#Cc1nnn2c1nc(N)c1c(F)cccc12	52
c1ccc(-c2nnc(-c3csc(-c4cccnc4)n3)o2)cc1	46

Screening data as filed in PubChem.
